Screening results deposited in PubChem by The Scripps Research Institute Molecular Screening Center.
GAA850 FXN act: FXN promoter activators, primary screen, cell-based, luciferase luminescence, HEK293 lucGAA850; HEK293 lucGAA850 FXN promoter luciferase reporter, 24 h; percent of 10 µM SAHA response; activation, % at 6 µM; hit rate 0.56% among 360,000;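 active means activation above the average of all compounds screened plus 3 SD, cutoff fixed separately per campaign, cut at about 7.5% in these data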;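 further: 0% = DMSO wells and 100% = 10 µM SAHA wells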
HGIII-sPLA2 inh: human group III sPLA2 inhibitors, primary screen, biochemical, QFRET, BODIPY PC-A2 liposome substrate; Group 3 secretory phospholipase A2 (Homo sapiens), Q9NZ20; QFRET BODIPY PC-A2 liposome hydrolysis, fluorescence; inhibition, % at 12.2 µM; hit rate 0.56% among 370,000; AID 743126, 2013;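 active means inhibition above mean plus 3 SD of compounds lying within the high and low control bounds, cut at about 19% in these data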;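 further: 0% = median of test compound wells and 100% = no enzyme DMSO wells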
PLC-beta3 inh: human PLC-beta3 inhibitors, primary screen, biochemical, fluorescence; 1-phosphatidylinositol 4,5-bisphosphate phosphodiesterase beta-3 (Homo sapiens), Q01970; Purified PLC-beta3, fluorogenic substrate; inhibition, % at 12.2 µM; hit rate 0.18% among 370,000; in the data active means inhibition above about 11%;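 further: 0% = median of compound wells on plate and 100% = full blocker control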
PLCg1 inh: PLC-gamma1 enzyme inhibitors, primary screen, biochemical, fluorescence, purified enzyme; inhibition, % at 12.2 µM; fluorogenic substrate; AID 720700, 2013; 1-phosphatidylinositol 4,5-bisphosphate phosphodiesterase gamma-1 (Homo sapiens), P19174; hit rate 0.84% among 370,000; in the data active means inhibition above about 9.5%
ADAM10 inh: human ADAM10 inhibitors, primary screen, biochemical, QFRET, HTS; recombinant ADAM10, EDANS/DABCYL FRET peptide cleavage, 3 h; inhibition, % at 7 µM; hit rate 0.62% among 370,000; AID 720582, 2013;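 active means inhibition above a per-campaign cutoff equal to the mean of compounds falling between control-based bounds plus 3 SD, cut at about 20% in these data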;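 further: 0% = DMSO wells while the 100% control is not disclosed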
ADAM17 inh: ADAM17 inhibitors, primary screen, biochemical, QFRET | recombinant ADAM17, EDANS/DABCYL FRET peptide cleavage | Disintegrin and metalloproteinase domain-containing protein 17 (Homo sapiens), P78536 | AID 720648, 2013 | hit rate 0.83% among 370,000 | inhibition, % at 6.95 µM;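 active means inhibition above the mean of compounds lying between control limits plus 3 SD, set per campaign, cut at about 8.5% in these data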;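 further: 0% = DMSO-only wells as the low control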
Target sequence (P78536 215-824 limits assumed): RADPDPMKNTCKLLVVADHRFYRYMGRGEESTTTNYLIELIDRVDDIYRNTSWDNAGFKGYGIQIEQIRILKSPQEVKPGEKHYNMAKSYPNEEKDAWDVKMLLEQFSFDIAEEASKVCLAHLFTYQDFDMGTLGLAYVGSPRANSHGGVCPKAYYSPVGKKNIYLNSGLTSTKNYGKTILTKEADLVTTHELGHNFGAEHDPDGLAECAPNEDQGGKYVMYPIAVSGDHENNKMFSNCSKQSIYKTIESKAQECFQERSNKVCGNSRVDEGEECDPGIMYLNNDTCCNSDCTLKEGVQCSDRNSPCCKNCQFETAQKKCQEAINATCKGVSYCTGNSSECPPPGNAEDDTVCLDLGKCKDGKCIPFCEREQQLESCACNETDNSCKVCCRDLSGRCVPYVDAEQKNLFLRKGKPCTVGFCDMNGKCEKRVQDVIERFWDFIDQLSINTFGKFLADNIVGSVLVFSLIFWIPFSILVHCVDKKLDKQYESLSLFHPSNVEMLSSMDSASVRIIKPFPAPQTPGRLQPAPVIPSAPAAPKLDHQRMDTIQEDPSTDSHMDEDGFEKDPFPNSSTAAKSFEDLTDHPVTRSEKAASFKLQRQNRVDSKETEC
DAX1 inh-1: DAX1 (NR0B1) inhibitors, primary screen, cell-based, HEK293, Gal4-DAX1, luciferase luminescence. HEK293 Gal4-DAX1 luciferase reporter. inhibition, % at 6.75 µM. AID 504766, 2011. hit rate 0.99% among 340,000;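 active means inhibition above the mean over all tested compounds plus 3 SD, cut at about 4.2% in these data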;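 further: 0% = DAX1-transfected cells with DMSO and 100% = empty-vector control cells with DMSO; inhibition shows as a rise in luminescence from relieved DAX1 repression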
Target sequence (P51843 207-470 limits assumed): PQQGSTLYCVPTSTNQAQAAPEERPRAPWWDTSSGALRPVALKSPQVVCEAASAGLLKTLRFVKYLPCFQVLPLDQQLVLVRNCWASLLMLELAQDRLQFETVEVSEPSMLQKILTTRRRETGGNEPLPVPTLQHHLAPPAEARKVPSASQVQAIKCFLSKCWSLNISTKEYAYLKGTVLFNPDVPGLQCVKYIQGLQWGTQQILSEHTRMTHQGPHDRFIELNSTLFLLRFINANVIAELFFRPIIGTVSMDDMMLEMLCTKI
hcDAF-12 act: H. contortus DAF-12 nuclear receptor activators, primary screen, cell-based, luminescence, HEK293, lit1-tk-luc reporter. HEK293 hcDAF-12 lit1-tk-luc reporter; 0% DMSO, 100% Δ7-dafachronic acid. AID 652067, 2013. activation, % at 6.8 µM. hit rate 1.4% among 370,000;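 active means activation above the mean of all tested compounds plus 3 SD, cut at about 5.5% in these data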;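 further: 100% = response to 3 µM Δ7-dafachronic acid high control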
hgDAF-12 ag: H. glycines DAF-12 receptor agonists, primary screen, cell-based, luminescence, HEK293, GAL4 fusion, UAS-luciferase. HEK293 GAL4-hgDAF12 UAS-luciferase reporter, agonist luminescence; normalized to butyrate control. activation, % at 6.8 µM. Nuclear hormone receptor DAF-12 (Heterodera glycines), GAL4 fusion. hit rate 1.8% among 370,000. AID 687014, 2013;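 active means activation above a cutoff set at the mean of all screened compounds plus 3 SD, cut at about 10% in these data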;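 further: 0% = DMSO wells and 100% = sodium butyrate wells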
DAX1 inh-2: DAX1 (NR0B1) inhibitors on StAR promoter, primary screen, cell-based, luminescence, SF-1 (NR5A1), full-length DAX-1; HEK293T StAR-luciferase reporter, SF-1/DAX-1 repression relief; inhibition, % at 6.8 µM; hit rate 1.1% among 370,000; AID 652010, 2013;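 active means inhibition above the mean over all tested compounds plus 3 SD, cut at about 3.6% in these data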;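 further: 0% = DAX-1 cells with DMSO and 100% = cells lacking DAX-1 with DMSO; higher inhibition means more luminescence from relief of DAX-1 repression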
ssDAF-12 act: S. stercoralis DAF-12 nuclear receptor activators, primary screen, cell-based, luminescence, HEK293, GRIP1 co-expression, lit1-tk-luc; Nuclear hormone receptor DAF-12 (Strongyloides stercoralis); HEK293 ssDAF-12/GRIP1 lit1-tk-luc reporter; % of 3 µM dafachronic acid response; activation, % at 6.8 µM; hit rate 1% among 370,000; AID 652126, 2013;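 active means activation above the mean over all tested compounds plus 3 SD, cut at about 0.9% in these data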;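 further: 0% = DMSO-only wells and 100% = 3 µM delta7-dafachronic acid wells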
Active calls of the source: *; i = inactive; . = no result given.

SMILES	GAA850 FXN act	HGIII-sPLA2 inh	PLC-beta3 inh	PLCg1 inh	ADAM10 inh	ADAM17 inh	DAX1 inh-1	hcDAF-12 act	hgDAF-12 ag	DAX1 inh-2	ssDAF-12 act
O=C(CSc1cc(Cl)ccc1Cl)NCCN1C(=O)CSC1=O	0.5	-8	0	-1	-2	-1	-0.2	-1.1	-1.7	0.1	-1.0
Cc1ccc(/C=N\NC(=O)c2cc(OCC(F)(F)F)ccc2OCC(F)(F)F)cc1	0.8	9	-3	-1	5	-3	-0.1	-1.4	-0.4	-0.1	-1.4
CC(=O)C1=C(C)NC(=S)NC1c1ccccc1 (centres undefined)	.	6	2	2	-2	-2	.	-1.9	0.6	0.4	0.2
Fc1ccc(CCNC(=S)Nc2ccc(F)cc2)cc1	0.3	16	-4	0	-3	-4	-0.7	-0.7	2.4	0.7	-0.5
CC(C)(C)c1nc(SCC(=O)NCc2cccs2)c2ccccc2n1	2.2	-3	4	4	1	0	-0.4	0.4	2.9	-1.2	-1.1
CC1(C)CC(=O)C=C(Nc2cccc(C(F)(F)F)c2)C1	1.8	-1	-8	-3	1	-4	.	-0.8	-2.5	0.3	-0.6
O=C(NCc1cccs1)c1ccccc1F	-0.3	3	5	5	4	2	0.0	0.0	-1.5	0.1	-1.1
COc1ccccc1-c1cc(C(F)(F)F)nc(S(=O)(=O)CCCC(=O)N2CCOCC2)n1	-0.4	1	-76	-65	-11	-7	-1.2	0.4	-1.9	0.4	-1.1
O=C(CN1CCN(c2ccccc2F)CC1)NC(=O)NCc1ccccc1	0.0	2	3	0	1	-3	0.0	-2.1	-1.3	-0.3	-1.6
COc1cccc(C(=O)Oc2ccccc2/C=C\C(=O)c2cc3ccccc3o2)c1	7.8*	-6	0	0	1	0	-1.2	6.5*	9.6	0.5	1.6*
CSc1ccc(CN(C)CC(=O)NCc2ccccc2)cc1	2.1	0	-5	0	4	-2	-0.5	0.1	0.0	-0.2	-1.4
OCc1ccccc1-c1ccc2nccn2c1	2.4	18	-122	-95	-217	-52	.	1.3	-0.9	0.7	-1.1
O=C1NCCN(Cc2ccoc2)C1CC(=O)N(Cc1ccccc1)CC1CCC1 (centres undefined)	3.2	-2	4	1	-10	-2	1.4	-0.2	0.1	0.1	-1.3
C=CCn1cn[nH]c1=S	1.1	3	0	-3	-9	-3	3.6	1.3	1.3	0.1	-2.1
O=C(CN1C(=O)c2ccc([N+](=O)[O-])cc2C1=O)NCc1ccco1	0.1	8	-3	0	-10	0	1.6	0.4	-0.9	-0.6	-1.5
CCOC(=O)c1sc2nc(CSc3ccccc3)[nH]c(=O)c2c1C	-0.5	-15	-6	2	-1	-2	0.7	-0.1	0.8	-1.0	-1.9
O=C(c1ccc(CS(=O)Cc2ccccc2Cl)o1)N1CCN(c2ccccc2)CC1 (centres undefined)	0.1	-5	2	-4	4	1	0.5	-1.4	-0.5	-0.4	-1.4
CCOC(=O)Nc1ccc(C)cc1C	1.8	6	-2	-1	-4	-6	0.2	-0.1	1.5	0.1	-0.9
C#CCOc1ccc(/C=C2\SC(=S)N(Cc3cccnc3)C2=O)cc1	2.0	2	-1	-1	-8	-3	-1.4	-0.9	-0.3	0.2	-1.1
COc1ccc(C(=O)CSc2nc(C)cc(=O)[nH]2)cc1C	0.2	-16	-6	1	-2	0	-0.4	-1.1	-0.1	0.1	-1.4
O=C(Nc1cccc(-c2cccc(F)c2)c1)C1CCN(Cc2ccc(CO)o2)CC1	-0.5	-16	-14	-1	-3	-1	1.2	2.9	-0.6	-0.8	-0.7
COc1nc(N)nc(N2CCOCC2)n1	1.1	1	-1	-1	1	-3	1.9	0.2	0.2	-0.3	-1.2
O=C(c1ccc(F)cc1)c1cc2ccc(O)cc2oc1=O	1.1	-2	-35	-23	-7	-5	1.0	0.5	3.0	0.1	-0.7
CCN(Cc1ccccc1)C(=O)CN1C(=O)NC2(CC(C)CC(C)(C)C2)C1=O (centres undefined)	1.5	6	-2	5	11	3	0.1	3.6	0.3	-0.8	-1.1
COc1ccc(NC(=O)c2ccccc2)cc1	4.5	6	3	2	-1	-4	1.6	2.1	9.1	2.1	-0.8

Next part.
SMILES	GAA850 FXN act	HGIII-sPLA2 inh	PLC-beta3 inh	PLCg1 inh	ADAM10 inh	ADAM17 inh	DAX1 inh-1	hcDAF-12 act	hgDAF-12 ag	DAX1 inh-2	ssDAF-12 act
Cn1[nH]c(-c2ccccc2)c(/C=N/O)c1=O	0.5	3	3	-1	-3	-1	.	-0.8	-5.7	-0.2	-1.1
CCN(CC)CCn1c(=S)[nH]c2cc(C(=O)NCc3ccccc3)ccc2c1=O	0.3	18	-64	-41	-205	-63	1.8	-1.4	0.5	0.5	-0.7
CC(=O)c1ccc(N2CCN(C(=O)/C=C/c3cccs3)CC2)cc1	3.1	-5	-8	-8	-4	-1	0.5	1.3	-1.6	0.0	-1.3
COc1cccc(-c2cnc(C(O)c3cccc(C)c3C)[nH]2)c1 (centres undefined)	0.7	-1	2	1	-11	-1	.	0.3	-1.3	0.2	-1.4
COc1ccc(CNS(=O)(=O)c2ccc(C3CNC(=O)C3)cc2)cc1 (centres undefined)	-0.9	0	1	1	0	-3	0.6	-1.1	-1.0	-0.2	-1.8
C[C@H]1CN(C2CCCCC2)C(=O)[C@@H]1CC(=O)Nc1ccc(Br)cc1	0.5	3	1	4	3	3	0.6	-0.6	1.8	1.8	-0.5
NC(=O)CSc1nnnn1-c1ccc(OC(F)(F)F)cc1	2.8	2	3	5	11	4	0.5	0.9	1.6	0.7	-1.5
CC1(C)Cc2ccccc2-c2nc(NCCCO)n(-c3ccccc3)c(=O)c21	0.9	-3	i	-382	i	-400	-1.9	-0.6	-3.0	0.0	-1.7
OC1(C#CCN2CCCC2)c2ccccc2-c2ccccc21	0.5	-11	-4	3	-10	-5	1.8	0.6	1.8	0.6	-0.8
CCn1cc(CN2CCCC(CO)(Cc3cccc(Cl)c3)C2)cn1 (centres undefined)	-1.9	-2	-6	2	1	-6	-0.3	-2.0	-2.9	0.6	-1.4
COc1ccc(C2/C=C\CN(C(=O)C3CCCC3)CC(=O)N2Cc2ccc(F)cc2)cc1 (centres undefined)	-0.8	1	-2	2	-2	-5	1.5	-2.1	-0.8	-0.3	-1.3
CC(OC(=O)CN1C(=O)C2C3C=CC(C4CC34)C2C1=O)C(=O)c1ccccc1 (centres undefined)	-0.7	-7	-7	0	-3	-1	1.1	-1.5	1.7	0.1	-1.8
O=C(O)CCCN(Cc1cccc(Br)c1)S(=O)(=O)c1ccc(Br)cc1	1.6	-14	-7	1	5	-1	-0.8	-0.7	-1.1	-0.4	-1.5
O=C(NCCc1ccccc1)C(=O)NCc1ccncc1	1.2	8	-1	0	6	-7	0.3	0.5	4.6	0.4	-1.0
O=C1Nc2ccccc2C(=O)N2c3ccccc3NC(=O)C12 (centres undefined)	.	8	-3	-3	-12	-3	.	3.0	6.6	0.2	0.3
Fc1ccccc1CNC(=S)Nc1cccc(C(F)(F)F)c1	1.9	-16	2	2	11	6	-2.0	-2.0	0.3	-1.1	-1.7
Cc1cccc(C(=O)NCCc2ccccc2)c1	1.9	-5	-4	0	4	1	2.6	2.9	13*	2.5	-0.2
COc1ccc(/C=N/NC(=O)Nc2ccc3nsnc3c2)c(OC)c1	3.7	11	-36	-31	-20	-8	-0.7	-2.7	2.6	-0.2	-0.7
COc1ccc(/C=C/C(=O)Nc2ccc(S(=O)(=O)N3CCOCC3)cc2)c(OC)c1	0.1	-21	-80	-55	-136	-179	-0.2	-2.4	-0.5	-1.1	-1.6
COC(=O)c1cc(CC(=O)c2ccc(O)cc2O)c(C)o1	0.7	-19	-27	-18	-9	-6	-0.9	-1.0	-0.1	0.8	-1.4
O=S(=O)(c1ccc(Cl)cc1)N1CCN(c2ccccn2)CC1	3.3	4	-1	2	5	2	3.5	2.6	-0.8	-0.1	-0.8
Cc1sc2nc(SCC(=O)N3CC(C)OC(C)C3)n(C)c(=O)c2c1C (centres undefined)	-1.2	-3	-11	-2	-1	3	-0.4	-1.6	-1.3	-2.2	-1.2
O=C(O)CCc1ccc(-c2ccc(F)cc2)n1CC(=O)O	1.1	0	-87	-63	-102	-43	0.0	-0.5	2.2	0.1	-1.1
CCCOc1ccc(-c2cnc(N)s2)cc1	3.6	-2	-1	0	-9	2	0.0	0.4	8.2	3.2	-0.8
O=C(NCc1ccccc1)C1CCCN(C(=O)NCc2ccccc2)C1 (centres undefined)	0.0	3	-6	0	4	-1	-0.5	1.2	0.6	-0.1	-0.4

(list continues)
SMILES	GAA850 FXN act	HGIII-sPLA2 inh	PLC-beta3 inh	PLCg1 inh	ADAM10 inh	ADAM17 inh	DAX1 inh-1	hcDAF-12 act	hgDAF-12 ag	DAX1 inh-2	ssDAF-12 act
O=C(O)c1cccnc1Sc1ccc(Cl)cc1	2.5	3	-6	0	2	-2	-1.1	-0.7	-0.6	-0.1	-1.0
CCOc1ccc(-c2cc(C(=O)N/N=C/c3cccnc3)c3ccccc3n2)cc1	-3.0	-5	i	i	-214	-91	-0.9	0.4	7.6	-6.2	-0.4
COc1cc(C)c(S(=O)(=O)N2CCCC2)cc1C	2.2	0	3	2	6	1	-0.1	-1.1	-1.9	-0.1	-0.9
CCn1cc(C(=O)N2CCN(c3cccc(Cl)c3)CC2)c2cc(OC)c(OC)cc2c1=O	-0.9	-3	4	2	1	-1	-0.3	-2.9	-1.7	0.3	-1.4
CC(C)CC1c2[nH]c3ccccc3c2CCN1C(=O)C1CCOCC1 (centres undefined)	2.7	-5	-67	-61	-37	-10	-0.6	3.8	4.8	-0.2	-0.2
CCN1C(=O)N2C[C@H]3CON(C)[C@H]3C[C@H]2c2ccccc21	.	1	-4	-2	-10	1	.	-1.0	-4.1	0.8	-0.7
Cc1cc(C)c(S(=O)(=O)N(CC(=O)NCc2cccnc2)C2CCCCC2)c(C)c1	0.0	-8	1	0	-6	-2	-0.3	-0.9	-1.8	-1.1	-0.7
CCOC(=O)c1cn(-c2c(Cl)cccc2Cl)c2cc(Cl)c([N+](=O)[O-])cc2c1=O	-0.6	1	-12	-5	-12	-4	-2.3	-4.4	-4.9	-0.7	-1.3

Rows are unselected; 6.9% or so of the library scored in one or more.
